# CSN inh: inhibitors of human CSN-mediated cullin deneddylation; Q92905; Purified CSN, SCF-Nedd8-OG deneddylation, fluorescence polarization; inhibition, % at 12.5 µM; 360,000 compounds, 0.38% hits; AID 651999;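 active = pattern-corrected inhibition above about 35%, with an unprinted fluorescence ratio check between 0.5 and 1.5, limit read from the data, passing the limit was not always enough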;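 note: 0% = enzyme with substrate and 100% = substrate without enzyme; some results filed as inactive read as strong as hits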
#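 Test system: Human Csn5 produced in HEK293T cells | Compound: 12.5 µM single point | Times: 90 min, room temperature | Signal: Fluorescence polarization readout | Read-out basis: % inhibition of substrate cleavage by Csn5 | Controls: no-enzyme wells high, enzyme-with-substrate wells low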
# NadD block: inhibitors of Staphylococcus aureus NadD. purified NadD enzyme, colorimetric absorbance read-out. inhibition, % at 20 µM. 360,000 compounds, 0.78% hits. AID 602399; in the data active = inhibition above about 26%; note: some compounds past the cut are filed as inactive
# LMPTP inh: blocks human LMPTP phosphatase | 360,000 compounds, 0.22% hits | inhibition, % at 20 µM | recombinant LMPTP-A, OMFP fluorogenic substrate, fluorescence intensity;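 active = compounds that cut the enzyme signal by at least half of the control window in the single-dose screen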;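 note: plate controls were DMSO wells with enzyme plus substrate for no effect and substrate without enzyme for full effect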
#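 Test system: LMPTP-A phosphatase enzyme; input: 0.625 nM LMPTP-A final; reagent: OMFP substrate, 400 µM final; compound dosing: 20 µM single dose, 3% DMSO; incubation: 50 min dark incubation at room temperature; measured by: endpoint fluorescence intensity from OMFP dephosphorylation; measure: % inhibition relative to no-enzyme and uninhibited control wells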
# Rpn11 block: inhibitors of human proteasome Rpn11. O00487. 360,000 compounds, 0.59% hits. human 26S proteasome, Ub4-pepOG fluorescence polarization; 20S core pre-blocked with epoxomicin. calls only at 20 µM;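 active = inhibition at 20 µM, scaled to each plate's controls, above about 33%, limit read from the data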
# Target sequence (O00487 whole entry, looked up): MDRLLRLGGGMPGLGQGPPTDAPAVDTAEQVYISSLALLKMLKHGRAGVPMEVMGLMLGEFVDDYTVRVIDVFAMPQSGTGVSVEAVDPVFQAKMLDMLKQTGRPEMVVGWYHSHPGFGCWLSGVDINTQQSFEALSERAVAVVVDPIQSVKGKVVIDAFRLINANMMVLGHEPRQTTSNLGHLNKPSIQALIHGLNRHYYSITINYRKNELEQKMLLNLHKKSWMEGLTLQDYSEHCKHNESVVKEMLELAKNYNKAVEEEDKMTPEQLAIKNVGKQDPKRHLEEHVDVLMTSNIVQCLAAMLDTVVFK
# TbMetRS inhib: Trypanosoma brucei MetRS inhibition; purified T. brucei MetRS, ATP depletion, Kinase-Glo luminescence; inhibition, % at 11.9 µM; AID 624268; 360,000 compounds, 0.4% hits;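 active = inhibition above a per-plate cutoff of the control wells' mean inhibition plus 3 SD, cut at about 5.5% in these data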;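 note: 0% = DMSO wells median and 100% = median of wells with control inhibitor compound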
#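 Dosing: 11.9 µM compound single dose, 0.9% DMSO; Assay system: purified T. brucei MetRS enzyme; Measured by: Kinase-Glo luciferase luminescence reporting remaining unconsumed ATP; Schedule: 15 min plus 2 h at 25 °C.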
# SUMO1-SIM PPI: alters human SUMO1 binding to SIM partners | SUMO1 binding to a labelled peptide, TR-FRET, 1 h | AID 602429 | 360,000 compounds, 0.33% hits | P63165 | inhibition, % at 20 µM; in the data active = inhibition above about 37%
# Target sequence (P63165 whole entry, looked up): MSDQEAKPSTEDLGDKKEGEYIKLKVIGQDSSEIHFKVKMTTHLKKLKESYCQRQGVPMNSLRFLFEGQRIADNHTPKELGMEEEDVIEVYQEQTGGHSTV
# Scp-1 inhibitor: Scp-1 (human) phosphatase inhibition; Recombinant Scp1, phosphopeptide, malachite green phosphate absorbance; Q9GZU7; inhibition, % at 20 µM; 340,000 compounds, 0.88% hits;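 active = inhibition above about 50% at 20 µM, limit read from the data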;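 note: plate controls were DMSO wells with enzyme for no effect and wells lacking enzyme for full effect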
#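 Test system: SCP-1 phosphatase catalytic domain, residues 76-261; measured by: colorimetric phosphate reagent with accelerator and stabiliser, absorbance at 630 nm; timing: enzyme reaction 45 min at room temperature, colour 5 min, stabilisation 30 min; also added: Phosphorylated 17-residue peptide substrate; compound dosing: one concentration, 20 µM, with 1.0% DMSO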
# DNMT1 inh: inhibitors of human DNMT1. P26358. DNMT1 molecular beacon, Hinp1I cleavage, fluorescence. inhibition (reported as % activation of signal), % at 10 µM. 360,000 compounds, 0.83% hits. AID 588458; in the data active = inhibition above about 50%
# STEP inh: inhibitors of human striatal-enriched phosphatase STEP; P54829; recombinant STEP, OMFP fluorogenic substrate, fluorescence; inhibition, % at 20 µM; 360,000 compounds, 0.25% hits; AID 588621;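 active = inhibition at 20 µM, scaled per plate between control wells, above about 37%, limit read from the data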;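 note: 0% = DMSO with enzyme and substrate and 100% = substrate only without enzyme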
#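 Assay system: isolated STEP enzyme / Timing: 20 min at room temperature, dark / Doses: 20 µM, 1% DMSO / Technique: fluorescence intensity, excitation 480 nm, emission 540 nm / Reagent: fluorogenic phosphatase substrate OMFP at 25 µM final / Measure: percent inhibition scaled to no-enzyme and uninhibited-enzyme controls, plate-pattern corrected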
# MLLE-PAM2 inh: inhibitors of microRNA-mediated deadenylation, human PABP1 MLLE binding; GST-MLLE / FITC-PAM2 fluorescence polarization; 360,000 compounds, 0.36% hits; P11940; inhibition, % at 20 µM; in the data active = inhibition above about 35%, passing the limit was not always enough;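 note: plate controls were DMSO wells with GST-MLLE for no effect and wells lacking GST-MLLE protein for full effect; some results filed as inactive read as strong as hits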
# Target sequence (P11940 whole entry, looked up): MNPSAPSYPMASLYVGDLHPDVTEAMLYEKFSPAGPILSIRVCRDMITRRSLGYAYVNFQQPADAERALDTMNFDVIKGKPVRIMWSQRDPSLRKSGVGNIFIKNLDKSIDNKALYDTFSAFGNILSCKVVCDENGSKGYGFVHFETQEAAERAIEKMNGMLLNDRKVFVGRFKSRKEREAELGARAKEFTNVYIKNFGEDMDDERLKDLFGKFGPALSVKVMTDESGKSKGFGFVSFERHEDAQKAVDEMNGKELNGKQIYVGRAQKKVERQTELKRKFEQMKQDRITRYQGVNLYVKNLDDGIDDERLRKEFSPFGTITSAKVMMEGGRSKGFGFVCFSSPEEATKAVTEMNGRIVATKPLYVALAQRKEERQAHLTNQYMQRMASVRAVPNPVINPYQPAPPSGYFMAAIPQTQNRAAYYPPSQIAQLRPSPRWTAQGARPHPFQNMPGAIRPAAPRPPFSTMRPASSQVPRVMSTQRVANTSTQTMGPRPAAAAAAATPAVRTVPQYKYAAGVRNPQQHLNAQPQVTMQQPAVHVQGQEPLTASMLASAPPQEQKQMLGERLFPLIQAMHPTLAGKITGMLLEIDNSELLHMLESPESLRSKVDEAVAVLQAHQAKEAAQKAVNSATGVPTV
# * marks the source's active call; other numbers are inactive results; i = inactive; . = no result given; + = active, no number.
# Every second line gives: CSN inh	NadD block	LMPTP inh	Rpn11 block	TbMetRS inhib	SUMO1-SIM PPI	Scp-1 inhibitor	DNMT1 inh	STEP inh	MLLE-PAM2 inh
CC(=O)N/C(=C\c1ccc(F)cc1)C(=O)OCc1ccccc1
→ 5	-5	-0.3	i	-0.8	-4	-9	1	0	-17
Cc1ccc(S(=O)(=O)NCc2ccc(C(=O)NC3CCC(O)CC3)cc2)cc1C (stereo not drawn)
→ -4	-3	-1.0	i	-0.5	-3	1	2	-2	2
COc1ccc(NC2C=CS(=O)(=O)C2)cc1 (stereo not drawn)
→ 3	-2	0.3	i	-0.9	-12	-8	-1	1	31
Cc1ccccc1NC(=O)C1c2ccccc2Oc2ccccc21
→ 3	4	-2.3	i	-0.4	3	-6	3	1	19
Cc1cc(NC(=O)CCC(=O)N(CCc2ccccc2)C(C(=O)NC2CCCC2)c2ccco2)no1 (stereo not drawn)
→ -4	-2	-0.5	i	-0.8	0	-5	-4	-2	-2
Oc1[nH]c2ccccc2c1/C=N/N1CCCCC1
→ 4	6	-0.3	i	-0.3	-6	9	4	-2	-5
Cc1ccc(OCC(=O)N2CCN(S(=O)(=O)c3ccccc3[N+](=O)[O-])CC2)cc1
→ 1	-1	0.5	i	0.2	-5	-3	-1	-3	-8
CCCC(=O)Nc1nnc(SCC(=O)Nc2ccc3c(c2)OCCO3)s1
→ -2	-6	-1.1	i	0.1	4	-7	1	-5	14
COc1cc(S(=O)(=O)n2cnc(C)c2)ccc1Cl
→ -3	-2	0.3	i	-0.2	1	-4	-1	0	7
Clc1ccc(Nc2nc3ccccc3n3nnnc23)cc1
→ 3	1	0.3	+	0.4	1	-4	4	0	-17
COc1ccc(C(=O)C[n+]2cccc(C(N)=O)c2)cc1
→ 0	0	1.3	i	-0.3	-15	-4	0	0	-27
COC(=O)C1=CCCCC(O)=C1C(=O)OC
→ 7	1	-1.3	i	-0.4	-1	.	4	-1	-3
CCCc1nc2c3ccccc3ccn2c1Cc1ccccc1C(F)(F)F
→ 3	2	5.0	i	-1.0	-2	.	5	1	2
COC(=O)[C@]12CCCCC=C1N(Cc1ccco1)C(=O)[C@H](CC(=O)NCc1cccc3ccccc13)C2
→ -4	7	0.9	.	-0.9	6	.	.	.	.
COc1cccc2c1OC1(CCN(C(C)C)CC1)N1N=C(c3cccnc3)CC21 (stereo not drawn)
→ 10	-10	-0.3	i	-0.1	1	-10	-1	0	5
O=C(Nc1cc(Cl)ccc1Oc1ccccc1)c1ccccc1F
→ 0	-6	3.4	i	-0.5	-1	-14	0	1	10
COc1cc(NC(=O)CCc2nnc3ccc(N4CCN(C)CC4)nn23)cc(OC)c1
→ 1	-3	-0.5	i	-0.2	-1	-3	-1	2	-8
CCN(CC(=O)Nc1ccc(NC(C)=O)cc1)C(=O)c1ccc2c(c1)OCCO2
→ -2	-5	-1.0	i	-0.5	5	-4	-1	0	-6
Cc1cc(C)c(C#N)c(N2CCCC2)n1
→ -2	-9	-0.9	i	-1.0	2	-6	0	0	2
O=S(=O)(Cc1ccccc1)N1CCNCC1
→ -2	-3	-2.5	i	3.6	8	2	4	-1	2
Cc1ccc(Oc2nc3ccccn3c(=O)c2/C=C(\C#N)C(=O)NC2CCS(=O)(=O)C2)cc1 (stereo not drawn)
→ -2	0	-0.2	i	0.2	-18	-11	-1	-1	12
CCOC(=O)N1CCN(c2ccc(Cl)cc2)CC1
→ -14	-1	-0.4	i	-0.5	1	0	1	3	-11
O=C(CCCN1C(=O)c2ccccc2C1=O)NCc1ccc(F)cc1
→ 2	-7	-1.7	i	-0.2	0	-9	2	4	5
COc1ccc(CCN2CC(C(=O)OCc3ccccc3Cl)CC2=O)cc1OC (stereo not drawn)
→ -2	-7	-0.5	i	-0.5	-2	-5	2	2	-19
COc1ccc(F)cc1C(=O)C1CCCN(C(=O)c2ccccc2N(C)C)C1 (stereo not drawn)
→ 1	8	0.0	i	0.1	0	-2	1	-2	20
CC1CCC(C(=O)NNC(=O)c2cc(-c3ccco3)[nH]n2)CC1 (stereo not drawn)
→ 2	2	-5.5	i	-0.3	-3	-12	-5	1	4
N=c1sccn1CC(=O)Nc1cccc2ccccc12
→ 0	-7	0.6	i	-0.8	-1	-4	-3	12	18
CCc1noc(C)c1C(=O)OCC(=O)Nc1ccc(F)cc1Cl
→ 2	-3	-1.6	i	-0.1	1	1	4	-2	1
COc1cc(NC(=O)CSc2nc3ccccc3n2-c2ccccc2)c(C)cc1[N+](=O)[O-]
→ -1	20	0.6	i	0.1	-1	7	-4	2	-54
CCCCN1CC(COCc2ccccc2)Oc2cccc(OCCN3C(=O)[C@@H]4[C@H](C3=O)C3C=C[C@H]4C3)c2S1(=O)=O (stereo partly drawn)
→ 1	1	5.6	i	-0.2	1	-28	-6	-1	-1
COc1ccc(CCC(=O)OCC(=O)N(CC(C)C)c2c(N)n(Cc3ccccc3)c(=O)[nH]c2=O)cc1
→ -4	1	1.9	i	-0.4	5	0	20	-2	-9
CCn1c(SC(C)C(=O)NC2CCCc3ccccc32)nnc1-c1cccs1 (stereo not drawn)
→ 0	-3	-0.1	i	-1.1	1	-5	3	-2	-13
CCCCN(C)C(=O)c1c[nH]c2ccc(S(=O)(=O)N3CCOCC3)cc2c1=O
→ -1	-4	-1.6	i	-0.1	4	-13	2	-4	11
COc1cc(C2=NOC(C(=O)N3CCCc4ccccc43)C2)cc(OC)c1OC (stereo not drawn)
→ -5	-5	0.4	i	-1.2	1	-16	1	-1	-3
COc1ccccc1N1CCN(C(=O)CSc2nc(-c3ccco3)cc(C(F)(F)F)n2)CC1
→ 0	6	1.6	i	0.2	-4	0	7	4	11
CCn1c(=O)c(=O)[nH]c2c(=O)oc3ccc(S(=O)(=O)Nc4ccccc4)cc3c21
→ 1	5	0.6	i	-0.1	1	1	-2	2	14
COCCCn1c(SCC(=O)O)nc2cc(OC)c(OC)cc2c1=N
→ -10	-4	1.3	i	-0.1	2	-4	2	1	-6
CC(C)(O)/C=C1/Oc2ccccc2C1N1CCCCC1 (stereo not drawn)
→ 0	-2	-0.5	i	-0.8	3	-10	1	2	-8
CCc1ccccc1NC(=O)c1cccc(NC(=O)/C=C/c2ccco2)c1
→ 12	3	-1.0	i	0.1	-7	-24	-21	1	2
CC(=O)Nc1sc2c(c1C#N)CCN(Cc1ccccc1)C2
→ 0	0	-1.6	i	-0.3	4	-5	1	3	7

# Gathered by group, the entries above with a thiophene ring, fused or not
# Every second line gives: CSN inh	NadD block	LMPTP inh	Rpn11 block	TbMetRS inhib	SUMO1-SIM PPI	Scp-1 inhibitor	DNMT1 inh	STEP inh	MLLE-PAM2 inh
CCn1c(SC(C)C(=O)NC2CCCc3ccccc32)nnc1-c1cccs1 (stereo not drawn)
→ 0	-3	-0.1	i	-1.1	1	-5	3	-2	-13
CC(=O)Nc1sc2c(c1C#N)CCN(Cc1ccccc1)C2
→ 0	0	-1.6	i	-0.3	4	-5	1	3	7

# Remaining list, next part:
# Every second line gives: CSN inh	NadD block	LMPTP inh	Rpn11 block	TbMetRS inhib	SUMO1-SIM PPI	Scp-1 inhibitor	DNMT1 inh	STEP inh	MLLE-PAM2 inh
O=C(O)/C(=C1\OC(=O)c2ccccc21)c1ccccc1
→ 0	-5	-1.4	i	-1.1	-5	-2	-2	-2	2
COC(=O)c1ccc2c(=O)n(Cc3ccc(C(=O)NC(C)C)cc3)c(=S)[nH]c2c1
→ -9	1	-0.6	i	-0.4	-4	-2	1	0	-79
Cc1cccc(C)c1N(CC(=O)NC1CCCCC1)C(=O)c1csnn1
→ -1	5	-2.5	i	-0.3	-10	-7	-1	4	19
CCC(=O)N(Cc1ccc(S(N)(=O)=O)cc1)C1CC(=O)N(c2ccccc2)C1=O (stereo not drawn)
→ -6	3	-1.1	i	-0.7	-1	-8	0	2	-8
CCOc1cc(S(=O)(=O)NC2CC2)c(OCC)cc1-n1cnnn1
→ 1	3	-0.4	i	-0.9	0	0	5	1	-6
O=C1C(=Cc2ccc(Cl)cc2)Cc2ccccc21
→ 4	12	2.8	.	-1.0	6	.	.	.	.
CN(C)S(=O)(=O)N(CC(=O)NCCSCc1ccccc1)c1ccccc1
→ 2	-3	5.4	i	-0.8	0	38	14	5	15
NS(=O)(=O)c1ccc(CCNC(=O)CCCCCn2c(=S)[nH]c3ccc(Br)cc3c2=O)cc1
→ 5	31*	10	i	17*	13	0	9	-4	-88
C/C=C/CSc1nc2c(c(=O)[nH]c(=O)n2C)n1CCC
→ 5	3	-2.8	i	-0.4	-3	1	-1	-7	5
CCc1ccc(NC(=O)CSC2=C(C#N)C(c3ccc4c(c3)OCO4)CC(=O)N2)cc1 (stereo not drawn)
→ 6	-5	-0.1	i	-0.7	0	-3	-1	1	5
CCOC(=O)NC(=O)/C(C#N)=C\Nc1ccc(Cl)cc1Cl
→ -2	-4	-0.7	i	-0.8	0	-3	5	0	-8
O=C(COc1ccc(Cl)cc1[N+](=O)[O-])N1CCCCC1
→ -13	-7	-0.7	i	0.5	-13	8	0	-2	9
N=c1c(C(=O)NCc2ccccc2)cc2c(=O)n3ccccc3nc2n1Cc1ccco1
→ 9	31*	34	i	0.4	-9	8	26	3	4
Cc1ccc(-n2ncc3c(=O)n(CC(=O)N4CCCCCC4)cnc32)cc1
→ -8	-7	-1.2	i	-0.5	-1	3	1	-3	-2
CN(C)CCCO/N=C(\c1ccccc1)c1ccncc1
→ 0	0	-1.4	i	0.6	2	-5	-2	0	-1
Cn1c2ccccc2c2c(C(=O)N3CCN(c4ccc(F)cc4)CC3)cn(C3CCCC3)c(=O)c21
→ 2	18	4.4	i	-0.6	-2	-5	-9	0	7
NNC(=O)CC(=O)NC1(Cc2ccc(O)cc2)CCCCC1
→ -6	-9	0.2	i	0.1	0	-4	1	-1	7
CCCCn1nnnc1C(c1ccccc1)N1CCN(c2cc(C)ccc2C)CC1 (stereo not drawn)
→ -3	-1	3.8	.	0.2	-2	.	.	.	.
O=C(O)c1cc(-c2cc(C(=O)O)c3ccccc3n2)ccc1O
→ -7	3	-1.2	i	-0.3	3	17	2	-2	14
